Bioassay records as filed in PubChem BioAssay.
D3 antag: qHTS of D3 Dopamine Receptor Antagonist: qHTS; D(3) dopamine receptor (Homo sapiens), P35462; D3R cells, DiscoveRx beta-arrestin luminescence, antagonist mode; active compounds read low; max response, negative = inhibition, %; 360,000 compounds, 2.5% hits; in the data active = max response below about -50%; inconclusive = no clear call, values can overlap the other calls; also: % is scaled to controls: 0 for no effect and ±100 for the full control effect; mostly tested at two doses, the higher about 12 µM
Target sequence (P35462 whole entry, looked up): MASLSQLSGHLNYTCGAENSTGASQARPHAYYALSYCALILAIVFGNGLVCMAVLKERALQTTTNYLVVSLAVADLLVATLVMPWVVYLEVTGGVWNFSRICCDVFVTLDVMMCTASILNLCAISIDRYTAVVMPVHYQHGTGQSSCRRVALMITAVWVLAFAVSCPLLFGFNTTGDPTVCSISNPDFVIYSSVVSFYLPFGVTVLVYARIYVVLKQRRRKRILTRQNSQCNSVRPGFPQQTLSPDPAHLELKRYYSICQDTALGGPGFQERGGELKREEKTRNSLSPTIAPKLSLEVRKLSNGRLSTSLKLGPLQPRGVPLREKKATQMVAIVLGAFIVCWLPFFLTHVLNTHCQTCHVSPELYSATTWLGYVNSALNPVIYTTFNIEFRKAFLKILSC
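Cells expressing the human receptor were seeded at 1500 cells/well, incubated overnight at 37 degrees C in 5% CO2, then exposed to library compounds with dopamine controls for 90 minutes at 37 degrees C before luminescent detection.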
GLP-1R inv ag: qHTS of GLP-1 Receptor Inverse Agonists (Inhibition Mode); 410,000 compounds, 1.6% hits; Glucagon-like peptide 1 receptor (Homo sapiens), P43220; HEK293 GLP-1R CRE-luciferase, luminescence, 24 h; GLP-1R form is constitutively active; Potency, µM (titrated, usually from 38.3 µM), for inactives: top-dose activity change, negative = inhibition, actives largely listed as inhibitors; also: potency is read from the fitted curve at half-maximal effect; % is scaled to controls: 0 for no effect and ±100 for the full control effect; nearly all actives have a fitted effect of over 55% in size
Target sequence (P43220 whole entry, looked up): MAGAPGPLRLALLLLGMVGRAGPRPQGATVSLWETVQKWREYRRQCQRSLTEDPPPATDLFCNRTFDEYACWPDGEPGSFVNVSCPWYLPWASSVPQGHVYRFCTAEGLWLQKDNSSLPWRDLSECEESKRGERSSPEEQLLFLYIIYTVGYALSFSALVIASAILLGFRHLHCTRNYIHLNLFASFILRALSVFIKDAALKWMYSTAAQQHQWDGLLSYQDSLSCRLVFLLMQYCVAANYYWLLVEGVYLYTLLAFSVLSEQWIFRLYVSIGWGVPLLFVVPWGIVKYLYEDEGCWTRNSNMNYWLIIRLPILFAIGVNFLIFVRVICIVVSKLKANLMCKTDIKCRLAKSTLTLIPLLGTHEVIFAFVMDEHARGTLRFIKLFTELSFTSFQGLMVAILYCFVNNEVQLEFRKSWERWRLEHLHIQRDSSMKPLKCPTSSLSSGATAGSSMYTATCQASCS
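Stable HEK293 clone (constitutively active GLP-1R + cAMP-response luciferase); 200 cells/uL plated, 12 h pre-culture, compound 24 hr, 37 deg C/5% CO2; detection reagent 12 min RT; luminescence.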
PTHR1 agonist: qHTS for PTHR1 Agonists: Primary Screen; Potency, µM (titrated, usually from 115 µM), for inactives: at the highest dose activation, usual class: activators; 410,000 compounds, 0.075% hits; HEK293 GP2 PTHR1 cells, GloSensor cAMP luminescence, 1 h; Parathyroid hormone/parathyroid hormone-related peptide receptor (Homo sapiens), Q03431; AID 743266, 2014; also: potency is read from the fitted curve at half-maximal effect; nearly all actives have a fitted effect of over 55% in size; some results filed as inactive show a strong effect at the top dose; inactives centre near -15; many of its hits are not listed in these tables
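HEK-293-derived GP2 cells expressing PTHR1 and a GloSensor cAMP reporter, 3,000/well, plated overnight, given luciferin plus IBMX (each 0.5 mM as added) for 1 h at 37 °C, then compound for 1 h at 37 °C. Luminescence was read after 15 min at room temperature.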
HEK293 tox: qHTS of GLP-1 Receptor Inverse Agonists: Cytotox Screen | HEK293 cAMP-luciferase reporter cells, luminescence, 24 h | Potency, µM (titrated, usually from 38.3 µM), for inactives: at the highest dose activity change, negative = inhibition, most hits filed as inhibitors | 410,000 compounds, 0.13% hits;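 also: loss of luciferase light is scored as toxicity; potency is read from the fitted curve at half-maximal effect; % is scaled to controls: 0 for no effect and ±100 for the full control effect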
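Step one: seed cells (200 cells/uL, DMEM with 10% Nu serum, 1% pen-strep). Step two: 12-hour incubation at 37 deg C. Step three: pin 23 nL compound, incubate 24 hr. Step four: add luciferase reagent, read luminescence 12 min later.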
GLP1R ag: qHTS of GLP-1 Receptor Agonists; Glucagon-like peptide 1 receptor (Homo sapiens), P43220; HEK293 GLP-1R CRE-luciferase, luminescence, 4-6 h; cells express a hypersensitive GLP-1R form; Potency, µM (doses to about 45.6 µM), for the others: top-dose activation, hits mostly activators; 380,000 compounds, 0.007% hits; AID 624172, 2012; also: potency is read from the fitted curve at half-maximal effect; % of control where 0% means no effect
TDP43 rescue: qHTS of TDP-43 Inhibitors | TDP-43 expressing yeast growth rescue, BacTiter-Glo, 24 h | Potency, µM (series often up to 46.1 µM), inactives show at the top dose growth rescue (activation), hits mostly activators | 410,000 compounds, 1.8% hits | AID 652104, 2013; also: potency is read from the fitted curve at half-maximal effect; % of control where 0% means no effect; nearly all actives have a fitted effect of over 50% in size
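Luminescence from BacTiter-Glo reports growth of TDP-43-expressing yeast after 24 hr at 30 deg C with compound. Cells were raffinose-pregrown to mid-log, then seeded in galactose medium at OD600=0.02.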
aSyn rescue: qHTS of alpha-syn Inhibitors. Yeast expressing alpha-synuclein, growth rescue, BacTiter-Glo, 24 h. Potency, µM (highest dose often 46.1 µM), inactives show at the highest dose growth rescue (activation), most hits filed as activators. 370,000 compounds, 0.14% hits. AID 652106, 2013; also: potency is read from the fitted curve at half-maximal effect; % of control where 0% means no effect; nearly all actives have a fitted effect of over 65% in size
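Screening used galactose-induced yeast with toxic alpha-synuclein levels, exposed to compound for 24 hr at 30 deg C. Cell growth, read with BacTiter-Glo luminescence, gave the measured signal.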
D3 ag: qHTS of D3 Dopamine Receptor Agonist: qHTS. D3R DiscoveRx beta-arrestin cells, luminescence, 90 min. max activation, %. 410,000 compounds, 0.58% hits. AID 652048, 2013; in the data active = max activation above about 30%; also: 0% is about no effect; mostly tested at two doses, the higher about 12 µM
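Cells at 1500/well, incubated overnight, then treated with pinned compounds (dopamine as control) for 90 min at 37 degrees C. DiscoveRx reagent added for 30 - 60 minutes at room temperature; luminescence read.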
KB-V1 MDR tox: qHTS assay for MDR1-selective chemotherapeutics: Primary screen using the drug-selected MDR subline cells KB-V1 | KB-V1 MDR cells viability, CellTiter-Glo, 72 h | Potency, µM (doses to about 46.1 µM), inactives show top-dose activity change, negative = cytotoxicity, actives largely listed as cytotoxic | 400,000 compounds, 3.4% hits | AID 1347076, 2019; also: potency is read from the fitted curve at half-maximal effect; % is scaled to controls: 0 for no effect and ±100 for the full control effect; nearly all actives have a fitted effect of over 60% in size
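Drug-selected KB-V1 cells, grown in DMEM lacking phenol red with 10% FBS, receive compound titrations; after three days at 37 degrees C, surviving cell ATP is quantified by CellTiter-Glo luminescence and responses normalized and curve-fitted.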
Numbers without * were called inactive; i = inactive; ? = inconclusive; . = no result given; [ ] = remark or other dose. Unless noted, calls follow the shape of the dose curve; as a rule, active = well fitted curve in the direction sought with a large enough effect; inconclusive = small, poorly fitted or top-dose-only effect, or another doubt; inactive = no such curve, though single readings can be large; an effect the other way counts as inactive or inconclusive. An excerpt; rates above refer to the full screens.

Screens in order: D3 antag	GLP-1R inv ag	PTHR1 agonist	HEK293 tox	GLP1R ag	TDP43 rescue	aSyn rescue	D3 ag	KB-V1 MDR tox
Cc1ccc(S(=O)(=O)N(C)C)cc1NC(=O)COC(=O)C1COc2ccccc2O1 (stereo unspecified)
    1.6	11.3%	-8.4%	6.6%	-0.2%	18.8%	8.4%	-2.7	-0.2%
COc1ccc(CC(=O)Nc2nnc(-c3cccc([N+](=O)[O-])c3)s2)cc1
    5.7	0.1%	-37.6%[inhibitor]	-0.4%	-0.5%	0.0%	-7.2%	2.4	-3.5%
O=C(CNCCc1ccc(F)cc1)Nc1cc(F)ccc1F
    -6.9	-22.0%	-2.0%	3.8%	4.6%	-0.8%	3.0%	-8.7	16.7%
CCC(C)N1C(=O)CCC1C(=O)O (stereo unspecified)
    4.0	0.5%	23.6%[57.5 µM]	6.4%	3.0%	-7.3%	-10.5%	-9.2	7.2%
CC1(C(=O)NS(=O)(=O)c2ccccc2)CCN1C(=O)CC1CCCCC1 (stereo unspecified)
    0.0	?	-0.6%	0.2%	-5.6%	27.2%	-3.5%	-6.8	10.0%
O=C(O)c1cc2cccc(S(=O)(=O)N3CCOCC3)c2cc1O
    -53.8*	3.1%	i	60.4%[activator]	-0.4%	0.7%	2.4%	12.3	17.0%
CC1(C)CC(=O)C(C=NCCN2CCN(C(=O)NC34CC5CC(CC(C5)C3)C4)CC2)=C(O)C1
    10.2	-15.3%	-38.1%[inhibitor]	-3.3%	14.7%	15.0%	1.0%	-4.0	?
CS(=O)(=O)c1ccc(-c2nnc(NC(=O)c3ccco3)o2)cc1
    1.0	6.8%	-0.7%	11.6%	-0.6%	-15.6%	-5.5%	9.1	-11.5%
Cn1c(=O)oc2cc(S(=O)(=O)NCCN3CCN(c4ccccc4F)CC3)ccc21
    -54.5*	-11.0%	-6.4%	-22.1%	8.2%	0.0%	2.1%	11.1	23.2%
CCOC(=O)c1ccc(NC(=S)NC(=O)COc2ccccc2)cc1
    12.8	8.1%	i	-6.3%	-6.4%	13.0%	-2.0%	-1.5	23.7%
COc1ccc(Cn2c(=O)[nH]c3cc(C(=O)NCCCN4CCCC4=O)ccc3c2=O)cc1
    5.4	7.2%	i	-2.8%	-3.8%	0.9%	-11.0%	-1.9	2.5%
O=C(COc1ccccc1)NNC(=O)c1cc2ccccc2o1
    8.8	9.8%	i	-8.4%	-4.4%	-12.2%	-0.5%	6.0	0.4%
CCOc1ccc(C(=O)NCc2ccco2)cc1OC
    -21.4	23.3%	3.9%	0.1%	1.5%	3.4%	-2.5%	-5.5	-8.6%
NC(=O)CSc1nc2ccccc2n1Cc1ccccc1F
    7.2	4.7%	i	-5.4%	?	23.4%	?	4.0	-11.9%
O=C(CCNC(=O)N1CC(=O)Nc2ccccc21)NCCc1ccc(Cl)cc1
    10.3	-6.0%	i	0.0%	-3.8%	4.9%	2.0%	1.5	7.6%
Cc1cccc(C(=O)Nc2sc3c(c2C(=O)N2CCCCC2)CCC(C)C3)c1 (stereo unspecified)
    .	3.1%	-4.1%	0.6%	.	?	.	4.1	?
CC(C)c1ccc(N(C(=O)c2snc(C(N)=O)c2N)C(C(=O)NCC2CCCO2)c2ccc(N(C)C)cc2)cc1 (stereo unspecified)
    20.8	?	-19.2%	?	1.1%	-4.4%	1.3%	7.5	20.6µM*
Cc1ccc(C)c(C(=O)NC(C)CCc2ccccc2)c1 (stereo unspecified)
    1.3	-28.7%	-94.5%	15.1%	4.0%	17.5%	-8.2%	-3.9	-22.2%
CC(=O)Nc1cccc(-c2ccnc3c2CC(C(=O)Nc2ccc(F)c(Cl)c2)O3)c1 (stereo unspecified)
    -1.9	17.7%	i	0.8%	0.3%	0.0%	-1.3%	3.7	-0.6%
COC(=O)c1cc(C(=O)OCC(=O)N(C)C2CCS(=O)(=O)C2)cc([N+](=O)[O-])c1 (stereo unspecified)
    -9.7	4.9%	-22.1%	8.1%	2.7%	7.4%	-0.9%	5.2	-4.2%

Gathered by group: those above with an aryl methoxy group (three)
Screens in order: D3 antag	GLP-1R inv ag	PTHR1 agonist	HEK293 tox	GLP1R ag	TDP43 rescue	aSyn rescue	D3 ag	KB-V1 MDR tox
COc1ccc(CC(=O)Nc2nnc(-c3cccc([N+](=O)[O-])c3)s2)cc1
    5.7	0.1%	-37.6%[inhibitor]	-0.4%	-0.5%	0.0%	-7.2%	2.4	-3.5%
COc1ccc(Cn2c(=O)[nH]c3cc(C(=O)NCCCN4CCCC4=O)ccc3c2=O)cc1
    5.4	7.2%	i	-2.8%	-3.8%	0.9%	-11.0%	-1.9	2.5%
CCOc1ccc(C(=O)NCc2ccco2)cc1OC
    -21.4	23.3%	3.9%	0.1%	1.5%	3.4%	-2.5%	-5.5	-8.6%

The list continues.
Screens in order: D3 antag	GLP-1R inv ag	PTHR1 agonist	HEK293 tox	GLP1R ag	TDP43 rescue	aSyn rescue	D3 ag	KB-V1 MDR tox
O=c1c2c3c(sc2nnn1Cc1ccc(F)cc1)CCCC3
    .	?	-12.2%	32.1%[activator]	.	0.0%[9.22 µM]	.	1.7	-20.6%
COc1ccc(-c2nnc(SCCOc3ccccc3C)o2)cc1OC
    .	19.3%	-6.2%	5.4%	.	7.4%	.	-4.6	-21.6%
CCN(CC)C(=O)CSc1nnc(-c2cc(-c3ccc(Cl)cc3)nc3ccccc23)o1
    -11.1	-6.9%	i	0.2%	3.3%	7.4%	5.6%	10.3	0.0%
O=C(CCOc1ccccc1)Nc1cccc([N+](=O)[O-])c1
    -6.9	-34.4%	i	-9.3%	12.2%	-11.4%[0.397 µM]	-0.8%	-7.7	3.5%
CC(OC(=O)c1cc2sccc2n1C)C(=O)NC(C)(C)C (stereo unspecified)
    -10.4	?	i	9.7%	-0.2%	11.3%	-11.1%	0.8	-16.3%
CC(C)(C)C(=O)Nc1nnc(Cc2ccccc2)s1
    -29.3	3.2%	-7.8%[57.5 µM]	15.5%	20.1%	-18.8%	2.5%	-1.2	-1.9%
CCNS(=O)(=O)c1ccc(CCC(=O)NCc2ccc3c(c2)OCO3)cc1
    1.1	26.7%	i	2.1%	-3.7%	1.6%	2.0%	1.5	3.9%
O=C1NC[C@H](Cc2ccc(O)cc2)N(C[C@H]2CCCN2C[C@H](Cc2ccc(O)cc2)N2C[C@H](Cc3ccc(O)cc3)N(CCc3ccccc3)C(=O)C2=O)C1=O
    -70.3*	9.1%	20.0%	0.9%	0.2%	23.6%	-4.1%	-2.2	13.9%
CSc1ccc(-c2nc(CSCC(=O)N3CCOCC3)c(C)o2)cc1
    10.7	-7.9%	-88.0%[inhibitor][57.5 µM]	-22.6%	-0.3%	0.0%	-5.1%	-1.7	5.17µM*
COC(=O)Nc1ccc([N+](=O)[O-])cc1OC
    9.1	12.6%	i	-17.5%	-6.2%	15.0%	4.8%	0.7	5.4%
CCc1ccccc1NC(=O)CSc1ncn[nH]1
    -6.7	-0.8%	-6.8%[57.5 µM]	4.6%	-3.5%	-17.1%	-0.1%	1.2	6.9%
C[C@H](NC(=O)c1nc[nH]c1C(=O)NC1CCNCC1)C(=O)OC(C)(C)C
    -0.8	-19.0%	-11.9%	-16.7%	-4.0%	12.4%	5.5%	-3.4	7.8%
CC(C)SCC(=O)Nc1ncc2c(n1)-c1ccccc1CC2
    14.3	8.4%	i	2.7%	2.3%	0.0%	-0.1%	6.2	1.4%
CC1(C)Cc2c(sc3nc4n(c(=N)c23)CCC4)CO1
    13.6	4.9%	?	-0.2%	-1.3%	-10.4%	-0.3%	-2.0	13.0%
CCOc1cc(/C=C2\C(=N)N3N=C(C)SC3=NC2=O)ccc1OCCOc1cccc(OC)c1
    5.9	11.0%	-70.3%[inhibitor]	-12.4%	-1.9%	27.2%	3.6%	-1.7	3.8%
CCc1ccc(NC(=O)c2noc(C(C)C)c2[N+](=O)[O-])cc1
    -14.0	?	-12.9%	-15.4%	-4.1%	11.2µM*	2.0%	-23.2	-0.8%
CCOC(=O)Cn1cc(C(=O)C2CC2)c2ccccc21
    -3.9	-31.2%	-22.9%[57.5 µM]	2.5%	-5.4%	0.0%	9.7%	0.1	2.9%
CCC(C)NC(=O)c1cc2c(Cl)nc3ccc(C)cc3c2s1 (stereo unspecified)
    .	11.8%	-1.6%	7.2%	.	?	.	5.3	6.7%
O=C(Nc1cccnc1Cl)c1cc2c(s1)-c1ccccc1OC2
    12.1	39.4%	-8.2%	43.0%[activator]	13.3%	?	5.3%	3.2	3.5%
Cc1cc(C)nc(SCc2nnc(SCC(=O)Nc3nccs3)n2C)n1
    1.3	1.4%	-12.9%	64.0%[activator]	-8.6%	4.0%	0.3%	0.2	?

3 structures out of the list, sorted by SMILES length, ascending.
Screens in order: D3 antag	GLP-1R inv ag	PTHR1 agonist	HEK293 tox	GLP1R ag	TDP43 rescue	aSyn rescue	D3 ag	KB-V1 MDR tox
CC1(C)Cc2c(sc3nc4n(c(=N)c23)CCC4)CO1
    13.6	4.9%	?	-0.2%	-1.3%	-10.4%	-0.3%	-2.0	13.0%
CSc1ccc(-c2nc(CSCC(=O)N3CCOCC3)c(C)o2)cc1
    10.7	-7.9%	-88.0%[inhibitor][57.5 µM]	-22.6%	-0.3%	0.0%	-5.1%	-1.7	5.17µM*
CCc1ccc(NC(=O)c2noc(C(C)C)c2[N+](=O)[O-])cc1
    -14.0	?	-12.9%	-15.4%	-4.1%	11.2µM*	2.0%	-23.2	-0.8%
